Assay outcomes (PubChem BioAssay)
HT1080 viability: cytotoxicity in HT1080 fibrosarcoma cells, cell-based, fluorescence readout (AID 620); HT1080 viability, fluorescence; higher % means a stronger effect; cytotoxicity, % at 10 µM; hits with a dose series show EC50 in µM; 87,000 tested, 0.42% active;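 further: cells exposed to compound overnight then 4 h with Alamar Blue; 0% = vehicle DMSO and 100% = killing control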
LYP inhibition: LYP phosphatase inhibitors, primary screen, biochemical, DiFMUP fluorescence, recombinant catalytic domain, 10 µM (AID 606); Tyrosine-protein phosphatase non-receptor type 22 (Homo sapiens); recombinant LYP catalytic domain, DiFMUP fluorescence; higher % means a stronger effect; inhibition, % at 10 µM, or IC50 in µM where a hit was titrated; 52,000 tested, under 10 active;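 active means IC50 under 40 µM in the dose-response test; inactive means IC50 of 40 µM or more, or never dose-tested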
Spn MK inh: S. pneumoniae MK inhibitors, primary screen, biochemical, PK/LDH-coupled NADH absorbance. inhibition, % at 10 µM. 65,000 tested, 0.48% active. mevalonate kinase [Streptococcus pneumoniae D39]. purified MK, PK/LDH-coupled NADH absorbance 340 nm. AID 555, 2006;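 active means ranked among the strongest by inhibition in the single 10 µM screen, a fixed top-ranked set picked for dose follow-up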; further: no value below 0 was filed
TNAP inhibition: human TNAP enzyme inhibitors, biochemical, luminescent (AID 518); one-dose inhibition, % at 20 µM; IC50 in µM for titrated hits; purified TNAP enzyme, luminescent substrate readout; higher % means a stronger effect; 64,000 tested, 0.09% active; in the data active means a potency from the dose series; inactive means the rest, 99 in 100 with inhibition below about 22%;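 further: plate controls were vehicle for no effect and reference inhibitor for full effect; many of its hits are not listed in these tables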
Spn PMK inh: S. pneumoniae PMK inhibitors, primary screen, biochemical, mevalonate pathway, pilot trial included; purified PMK, PK/LDH-coupled NADH absorbance 340 nm; inhibition, % at 10 µM; 65,000 tested, 0.49% active; phosphomevalonate kinase (Streptococcus pneumoniae D39);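 active means top-ranked compounds by inhibition in the single 10 µM screen, taking a fixed number of the strongest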;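 further: 0% = full reaction with DMSO carrier and 100% = background rate without enzyme reaction; no value below 0 was filed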
HPDE-C7 cytotoxicity: cytotoxicity in HPDE-C7 cells, cell-based, fluorescence, HTS (AID 430) | HPDE-C7 pancreatic duct cells viability, fluorescence; higher % means a stronger effect | one-dose cytotoxicity, % at 10 µM; EC50 in µM for titrated hits | 63,000 tested, 1.8% active;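 further: cells exposed to compound for 48 hours before viability readout; 0% = vehicle and 100% = reference cytotoxic drug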
Spn DPM-DC inh: S. pneumoniae DPM-DC inhibitors, primary screen, biochemical, PK/LDH-coupled NADH fluorescence. 65,000 tested, 0.49% active. diphosphomevalonate decarboxylase (Streptococcus pneumoniae D39). calls only at 10 µM. AID 556, 2006. purified DPM-DC;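 active means the 320 compounds with the highest percent inhibition in the single-dose primary screen, excluding strongly autofluorescent ones, cut at about 32% in these data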;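 further: kinetic rate of NADH fluorescence loss reporting ADP formed by the decarboxylase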
Bfl-1 displacement: Bfl-1 inhibitors, primary screen, biochemical, fluorescence polarization, FITC-Bid, mouse (AID 432) | FITC-Bid BH3 peptide fluorescence polarization displacement; higher % means a stronger effect | displacement, % at 20 µM; hits with a dose series show IC50 in µM | 64,000 tested, 0.02% active; in the data active means a potency from the dose series; inactive means the rest, 99 in 100 with displacement below about 15%; further: strong numbers were not always called active
KRASV12 cytotoxicity: cytotoxicity in KRAS-transformed pancreatic duct cells, primary screen, cell-based, fluorescence, HTS (AID 431) | HPDE-C7K KRASV12 cells, Alamar Blue viability, 48 h; higher % means a stronger effect | cytotoxicity, % at 10 µM; hits with a dose series show EC50 in µM | 63,000 tested, 1.7% active;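 active means compounds whose percent cytotoxicity in the single-dose primary screen, scaled between solvent and toxic-drug controls, exceeds 50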;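 further: 0% = DMSO solvent wells and 100% = doxorubicin-treated wells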
Spn PMK inh pilot replicates: second read-out of Spn PMK inh, no call of its own (marks repeat the call); inhibition, %; measured here: pilot screen replicates
Spn MK inh pilot replicates: recorded beside Spn MK inh, whose call it bears; inhibition, %; measured here: pilot screen replicates
Spn DPM-DC inh pilot screen %: also measured in Spn DPM-DC inh; calls as there; inhibition, %; measured here: pilot screen trials
The depositor's hits bear a star; i = inactive; · = not tested or not shown. Unless noted, no stated cut-off is given here; in the data, active means cytotoxicity above about 50%; inactive means the rest.

SMILES	HT1080 viability	LYP inhibition	Spn MK inh	TNAP inhibition	Spn PMK inh	HPDE-C7 cytotoxicity	Spn DPM-DC inh	Bfl-1 displacement	KRASV12 cytotoxicity	others
O=C(Nc1ccc(-c2cn3ccsc3n2)cc1)C1CCCC1	21%	·	7	11%	13	0%	i	-4%	37%
Cc1cc(C)n(C(=O)CN2C(=O)COc3ccccc32)n1	-9%	10%	4	7%	5	1%	i	2%	-2%
O=C(CSc1nnc(Cc2ccccc2)o1)NCc1ccco1	-5%	-11%	7	9%	0	-17%	i	-12%	-10%
COC(=O)c1cccc(Oc2nc(N3CCOCC3)nc(N3CCOCC3)n2)c1	9%	9%	7	7%	8	-5%	i	-4%	-15%
N=c1nc(-c2ccccc2)ccn1O	-7%	·	0	8%	9	-14%	i	2%	0%
O=C(NCCN1CCOCC1)C1CC(=O)N(c2ccc(F)c(Cl)c2)C1 (stereo not drawn)	3%	6%	0	8%	14	12%	i	-1%	15%	Spn PMK inh pilot replicates=5.0;Spn MK inh pilot replicates=0.0;Spn DPM-DC inh pilot screen %=1.5
Cc1ccc(C(c2nnnn2C(C)(C)C)N2CCN(C3CCCC3)CC2)cc1 (stereo not drawn)	-11%	0%	3	15%	18	0%	i	-4%	14%
CCOc1ccc(N2Cc3ccccc3C2)cc1	-1%	10%	13	13%	8	6%	i	-3%	5%
Nc1ncc2c(n1)CC(c1ccco1)CC2=O (stereo not drawn)	-1%	4%	0	5%	0	-12%	i	-4%	-13%
Cc1nc2cc(-c3ccccc3)ccc2o1	0%	18%	2	-2%	0	4%	i	3%	4%
COc1ccc(CCNC(=O)CCSc2nc(-c3ccco3)cc(C(F)(F)F)n2)cc1	0%	5%	3	12%	3	-6%	i	-3%	-2%
COc1ccc(OC)c(NC(=O)CCN2CCN(c3ccccc3F)CC2)c1	-4%	3%	7	6%	0	-10%	i	1%	-4%	Spn PMK inh pilot replicates=2.5;Spn MK inh pilot replicates=0.0;Spn DPM-DC inh pilot screen %=5.0
COC(=O)Cc1cc(=O)[nH]c(/N=C(\N)Nc2ccc(C)cc2C)n1	-2%	-5%	4	0%	1	-10%	i	-4%	1%
CSC1=Nc2sc3c(c2C2=NCCN12)CCCC3	7%	10%	8	10%	1	11%	i	5%	0%
COc1ccc(/C=N/n2cncn2)cc1COc1ccc(NC(C)=O)cc1	-5%	4%	7	8%	10	-3%	i	-2%	-9%
O=C1c2ccccc2C(=O)N1Cc1nc2ccccc2c(=O)n1CCCn1ccnc1	-8%	·	11	12%	24	-10%	i	-4%	-15%
CC(=O)NC(Cc1ccc(C(C)C)cc1)C(=O)NC1CCN(c2nc(C)cc(C)n2)CC1 (stereo not drawn)	-3%	·	7	15%	13	-4%	i	-7%	-1%
COc1ccc2[nH]cc(CCNC(=O)C3CCCNC3=O)c2c1 (stereo not drawn)	0%	1%	5	7%	0	1%	i	7%	0%
CCn1c(=O)c2cc(S(=O)(=O)NCc3ccccc3)ccc2n(CC)c1=O	5%	12%	6	8%	6	-9%	i	5%	2%	Spn PMK inh pilot replicates=1.5;Spn MK inh pilot replicates=9.5;Spn DPM-DC inh pilot screen %=5.5
CCOC(=O)c1cccc(NC(=O)CCNS(=O)(=O)c2ccc3c(c2)CCN3C(=O)CC)c1	-6%	-2%	0	9%	9	·	i	-2%	·
CCn1c(SCC(=O)N2CCN(c3ccccc3)CC2)nc2c(c1=O)SC(C)C2 (stereo not drawn)	7%	2%	4	5%	0	3%	i	-1%	0%
CCOc1cc2[nH]c(=S)n(Cc3ccc(C)o3)c(=O)c2cc1OCC	1%	·	7	10%	4	6%	i	2%	6%
CNC(=O)NC(=O)CSc1ncc(C(F)(F)F)cc1Cl	7%	-3%	2	6%	18	3%	i	35%	5%
Cc1nnc(N2C(=O)C(O)=C(C(=O)c3ccco3)C2c2ccc(F)cc2)s1 (stereo not drawn)	·	7%	4	13%	25	13%	i	85%	9%	Spn PMK inh pilot replicates=7.5;Spn MK inh pilot replicates=0.0;Spn DPM-DC inh pilot screen %=16
CCCOc1ccc(CSc2ncn[nH]2)cc1	-1%	0%	1	4%	0	8%	i	0%	5%
Cc1cc(C(=O)CSc2nc3ccccc3o2)c(C)n1C1CC1	-5%	·	3	4%	11	4%	i	6%	-6%
O=C(NCc1cccs1)C1CCCN1S(=O)(=O)c1ccccc1F (stereo not drawn)	4%	4%	7	8%	0	-8%	i	3%	3%
O=C(c1ccc2c(c1)OCO2)N1CCCN(C(=O)c2ccc3c(c2)OCO3)CC1	14%	·	8	7%	0	-18%	·	5%	-4%	Spn PMK inh pilot replicates=2.0;Spn MK inh pilot replicates=3.0
COc1ccc(C2CC(=O)c3sc(N)nc3C2)cc1 (stereo not drawn)	-7%	19%	0	10%	2	11%	i	6%	-1%
CCCN1CCN(c2nc3c([nH]2)c(=N)ncn3CC(O)CO)CC1 (stereo not drawn)	6%	7%	2	0%	0	-16%	i	4%	-21%
CCOC(=O)c1c(CN2CCCCC2)n(C)c2ccc(OC)c(S(=O)(=O)c3ccccc3)c12	28%	-8%	4	-7%	4	2%	i	-4%	7%
CC(C)CN(CC(C)C)S(=O)(=O)N1CCC(C(=O)NC2CCCCCCC2)CC1	·	10%	1	1%	30*	-23%	i	-7%	-10%
O=S(=O)(c1ccc(Oc2ccc(-c3nnco3)cc2)nc1)N1CCC(Cc2ccccc2)CC1	3%	4%	0	12%	14	63%*	i	9%	41%	Spn PMK inh pilot replicates=3.5;Spn MK inh pilot replicates=0.0;Spn DPM-DC inh pilot screen %=2.0
CCOC(=O)N1CCN(C(=O)CS(=O)Cc2nc(-c3ccc(C)cc3)oc2C)CC1 (stereo not drawn)	6%	·	12	1%	13	-16%	i	-2%	-18%
COCCn1nnnc1C(c1cccs1)N1CCN(c2cc(C)ccc2C)CC1 (stereo not drawn)	-9%	·	9	11%	14	-4%	i	-16%	-1%	Spn PMK inh pilot replicates=0.0;Spn MK inh pilot replicates=0.0;Spn DPM-DC inh pilot screen %=0.0
Cc1nnc(SCC(=O)Nc2ccc3c(c2)OCCO3)s1	-5%	18%	6	·	4	·	i	·	·
Cc1ccc2cc(CCNC(=O)c3ccco3)c(=O)[nH]c2c1	10%	9%	0	·	15	·	i	·	·
CC(C)Oc1cccc(C(=O)Nc2ccc(N3CCN(S(C)(=O)=O)CC3)cc2)c1	35%	·	0	8%	12	4%	i	-2%	4%
Cn1c(=O)c2c(nc(CN3CCCCC3)n2CCCc2ccccc2)n(C)c1=O	22%	9%	3	19%	0	-4%	i	-3%	10%	Spn PMK inh pilot replicates=7.5;Spn MK inh pilot replicates=1.5;Spn DPM-DC inh pilot screen %=1.0
CN(Cc1ccccc1)C(=O)CSc1nnc(-c2ccco2)n1-c1ccccc1	0%	·	0	4%	2	-10%	i	0%	-9%

Continued, starting with the last six of the part before.
SMILES	HT1080 viability	LYP inhibition	Spn MK inh	TNAP inhibition	Spn PMK inh	HPDE-C7 cytotoxicity	Spn DPM-DC inh	Bfl-1 displacement	KRASV12 cytotoxicity	others
COCCn1nnnc1C(c1cccs1)N1CCN(c2cc(C)ccc2C)CC1 (stereo not drawn)	-9%	·	9	11%	14	-4%	i	-16%	-1%	Spn PMK inh pilot replicates=0.0;Spn MK inh pilot replicates=0.0;Spn DPM-DC inh pilot screen %=0.0
Cc1nnc(SCC(=O)Nc2ccc3c(c2)OCCO3)s1	-5%	18%	6	·	4	·	i	·	·
Cc1ccc2cc(CCNC(=O)c3ccco3)c(=O)[nH]c2c1	10%	9%	0	·	15	·	i	·	·
CC(C)Oc1cccc(C(=O)Nc2ccc(N3CCN(S(C)(=O)=O)CC3)cc2)c1	35%	·	0	8%	12	4%	i	-2%	4%
Cn1c(=O)c2c(nc(CN3CCCCC3)n2CCCc2ccccc2)n(C)c1=O	22%	9%	3	19%	0	-4%	i	-3%	10%	Spn PMK inh pilot replicates=7.5;Spn MK inh pilot replicates=1.5;Spn DPM-DC inh pilot screen %=1.0
CN(Cc1ccccc1)C(=O)CSc1nnc(-c2ccco2)n1-c1ccccc1	0%	·	0	4%	2	-10%	i	0%	-9%
COc1ccccc1C(=O)Nc1cccc(-c2cn3ccsc3n2)c1	10%	-6%	4	6%	4	18%	i	4%	16%
O=C(CSc1nnc(COc2ccccc2Cl)o1)NC(=O)NC1CCCC1	1%	4%	2	·	5	·	i	·	·
CN(C)/C=N/c1c(C#N)cnn1-c1ccc(C(F)(F)F)cn1	-2%	·	0	8%	20	-3%	i	2%	1%
Cc1nnc(SCC(=O)N2c3ccccc3CC2C)s1 (stereo not drawn)	2%	-11%	2	19%	9	1%	i	28%	1%	Spn PMK inh pilot replicates=3.0;Spn MK inh pilot replicates=3.5;Spn DPM-DC inh pilot screen %=3.0
O=c1cc(Nc2ccc3c(c2)OCCO3)[nH]c(=O)n1-c1ccc(Br)cc1	6%	5%	1	·	5	·	i	·	·
CCOC(=O)c1sc2nc(NC(=O)C3CC3)sc2c1C	-3%	3%	3	7%	0	16%	i	-2%	4%
CCCc1cc(=O)[nH]c(Nc2cc(OC)ccc2OC)n1	7%	11%	8	7%	0	9%	i	-1%	0%
CCOC(=O)c1c(CN2CCOCC2)n(-c2ccccc2)c2ccc(O)cc12	-1%	2%	6	1%	11	17%	i	-9%	12%
COc1cccc(NC(=O)CSc2nnc(Cn3c(=O)sc4ccccc43)n2C)c1	5%	4%	0	0%	11	-22%	i	0%	-13%
CN(C(=O)CSc1nc(N)nn1-c1ccccc1)c1ccccc1	-1%	15%	0	4%	3	-7%	i	-3%	-12%
COc1ccc(OC)c(S(=O)(=O)Nc2c(F)cccc2F)c1	5%	9%	0	4%	0	2%	i	-7%	7%

Compounds as they come. Share with any hit: about 3.6%.
